High-throughput results (PubChem)
BCR signal inh – inhibitors of chronic active B-cell receptor signaling; Potency, µM (highest dose often 46.1 µM), for inactives: at the top dose ratio change, negative = lower green/red ratio, most hits filed as inhibitors; ABC-DLBCL IkBa-CBG/CBR reporter, luminescence ratio, 4 h; hit rate 0.05% among 340,000; active = well fitted inhibition curve with a large enough effect in the signal ratio, with a control signal flat, not every such curve was filed as active; inconclusive = small, poorly fitted or top-dose-only effect, or effect the other way, or a change in a side signal; the % refers to the signal ratio;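 also: potency is read from the fitted curve at half-maximal effect; plate controls were basal doxycycline-induced cells for no effect and cells given 10 µM MG132 for full effect; MG132 reads +100%, hits lower the ratio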
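Cell line TMD8 (human ABC DLBCL), stably expressing tet-inducible CBG68-IkBa fusion and CBR; IMDM/0.5% FBS; cpd up to 46 uM; dox induction, 4 h, 37C/5% CO2; dual luminescence; green/red ratio; MG132 control.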
B2AR arrestin – agonists driving beta-arrestin recruitment to human beta2-adrenergic receptor; hit rate 0.02% among 330,000; Potency, µM (doses to about 46.1 µM), inactives show top-dose activation, most hits filed as activators; beta-arrestin recruitment to beta2AR, cell-based reporter; P07550; AID 492947;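 also: potency is read from the fitted curve at half-maximal effect; 0% = DMSO controls and full agonism = EC100 isoproterenol or metaproterenol; nearly all actives have a fitted effect of over 65% in size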
FBPA coupling cs – coupling enzyme interference in Giardia aldolase counter-screen; coupling enzyme system counterscreen, AmpLite Red fluorescence; activity change, negative = inhibition, % at 58.2 µM, hits read low; hit rate 0.67% among 290,000; AID 2472; in the data active = activity change below about -30%; also: % is scaled to controls: 0 for no effect and ±100 for the full control effect
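Final compound at 57.5 uM, incubated 10 min at RT with coupling enzyme reagent (glyceraldehyde-3-phosphate), then 20 min with substrate and AmpLite Red detection. Fluorescence read at 525/598 nm; tests interference with the coupling assay, not aldolase inhibition.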
S-ASM inh – blocks human secretory acid sphingomyelinase. AID 504937. P17405. placental ASM, HMU-PC fluorogenic substrate, 60 min. hit rate 0.006% among 340,000. Potency, µM (highest dose often 57.5 µM), inactives show at the top dose activity change, negative = inhibition, usual class: inhibitors; also: potency is read from the fitted curve at half-maximal effect
Target sequence (P17405 47-631 limits assumed): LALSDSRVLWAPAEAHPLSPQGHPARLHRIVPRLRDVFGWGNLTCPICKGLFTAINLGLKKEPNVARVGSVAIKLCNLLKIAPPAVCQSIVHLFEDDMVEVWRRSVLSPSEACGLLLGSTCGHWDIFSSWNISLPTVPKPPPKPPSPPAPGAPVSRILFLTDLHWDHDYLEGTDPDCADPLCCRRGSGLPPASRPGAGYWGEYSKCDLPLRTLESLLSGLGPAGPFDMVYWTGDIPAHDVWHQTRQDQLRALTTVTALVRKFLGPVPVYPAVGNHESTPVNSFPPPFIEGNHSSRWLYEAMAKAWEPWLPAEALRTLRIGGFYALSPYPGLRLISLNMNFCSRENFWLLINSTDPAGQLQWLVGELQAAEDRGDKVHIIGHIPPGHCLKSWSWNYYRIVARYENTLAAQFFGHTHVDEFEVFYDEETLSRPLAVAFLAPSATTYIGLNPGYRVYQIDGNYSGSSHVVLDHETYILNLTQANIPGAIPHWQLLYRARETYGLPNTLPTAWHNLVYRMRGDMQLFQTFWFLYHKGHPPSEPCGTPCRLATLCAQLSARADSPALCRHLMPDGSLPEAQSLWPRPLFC
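Fluorescence read-out (Ex 386 nm, Em 447 nm) after stopping the reaction at pH 10. Enzyme: ASM from human placenta; substrate HMU-PC0, 9 uM final; 60 min, 37 °C. Compound preincubation 10 min, ambient temperature.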
Tb PFK inh – inhibitors of T. brucei phosphofructokinase; O15648; T. brucei PFK, ADP-Glo luminescence; Potency, µM (highest dose often 57.5 µM), for the others: at the top dose activity, negative = inhibition, hits mostly inhibitors; AID 485367; hit rate 0.17% among 330,000;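 also: potency is read from the fitted curve at half-maximal effect; 0% = uninhibited 1x PFK enzyme wells and -100% = no-enzyme wells; nearly all actives have a fitted effect of over 60% in size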
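Luminescent ADP detection (ADP-Glo, two-step: ATP depletion then ADP-to-ATP conversion for luciferase) reported PFK activity after 45 min room-temperature reaction of 1.25 nM enzyme with 0.5 mM F6P and 0.1 mM ATP at pH 8.0.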
TSG101-PTAP inh – blocks PTAP/TSG101 interaction to inhibit HIV-1 budding. 340,000 tested, under 10 active. Fluorescence polarization, FITC-PTAP peptide / Tsg101 binding. AID 493005. Potency, µM (series often up to 115 µM), without a hit: top-dose activity change, negative = inhibition, hits mostly inhibitors. Q99816; active = well fitted inhibition curve with a large enough effect in the main read-out, with a control signal flat, not every such curve was filed as active; inconclusive = small, poorly fitted or top-dose-only effect, or effect the other way, or a change in a side signal; inactive = no such curve, though single readings can be large or run the other way; also: potency is read from the fitted curve at half-maximal effect; % of control where 0% means no effect
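FP read-out: FITC-PTAP peptide, 50 nM final, binding Tsg101 binding domain, 10 uM final; 20 min, r.t.; 10 mM HEPES pH 7.5, 0.15 M NaCl, 0.01% Tween 20, 3 mM EDTA, 0.1 mM TCEP.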
Giardia killer – kills Giardia lamblia | AID 540267 | hit rate 0.15% among 340,000 | activity change, % at 7.66 µM, hits read low | Giardia lamblia trophozoite viability; in the data active = activity change below about -80%; inconclusive = between about -30% and that limit;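 also: parasites exposed to compound for two days anaerobically before the ATP read; % is scaled to controls: 0 for no effect and ±100 for the full control effect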
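Killing of trophozoites was scored by loss of ATP luminescence after a 48 hrs anaerobic exposure to compounds at 37 deg C, using 100 cells per well.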
Integrin act MD – activators of alpha7 integrin expression for muscular dystrophy | alpha7betagal myoblasts, beta-gal FDG fluorescence, 48 h | Potency, µM (highest dose often 38.3 µM), without a hit: at the highest dose activation, usual class: activators | hit rate 0.064% among 350,000 | AID 624291;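 also: potency is read from the fitted curve at half-maximal effect; 100% = response of the positive control SU9516; nearly all actives have a fitted effect of over 60% in size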
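Alpha7betagal+/- myoblasts (passage 13) were plated 16-24 hr, then exposed to compounds (1:260 dilution of DMSO stock) for 48 hours at 37C. After MPER lysis, β-galactosidase reporter activity was read as FDG fluorescence (ex 480/em 540) after 30 minutes.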
PKM2 act – increases activity of human pyruvate kinase M2. P14618. purified PKM2, Kinase-Glo ATP luminescence, activation; response scale: 0% is enzyme alone, no compound. Potency, µM (highest dose often 57.5 µM), inactives show top-dose activation, hits mostly activators. hit rate 0.34% among 260,000; also: potency is read from the fitted curve at half-maximal effect; % is scaled to controls: 0 for no effect and ±100 for the full control effect; nearly all actives have a fitted effect of over 55% in size
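Purified hPK-M2 (>95% pure) converted ADP (0.1 mM final) to ATP with 0.5 mM PEP in 50 mM imidazole pH7.2, KCl, MgCl2, Tween 20, BSA; 1 h at room temperature. ATP detected by Kinase-Glo luminescence.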
GALK inh – inhibitors of human galactokinase; P51570; Purified GALK, Kinase-Glo residual ATP luminescence; Potency, µM (doses to about 57.5 µM), inactives show top-dose activity change, negative = inhibition, actives largely listed as inhibitors; hit rate 0.007% among 270,000; AID 1868; also: potency is read from the fitted curve at half-maximal effect; % is scaled to controls: 0 for no effect and ±100 for the full control effect
Target sequence (P51570 whole entry, looked up): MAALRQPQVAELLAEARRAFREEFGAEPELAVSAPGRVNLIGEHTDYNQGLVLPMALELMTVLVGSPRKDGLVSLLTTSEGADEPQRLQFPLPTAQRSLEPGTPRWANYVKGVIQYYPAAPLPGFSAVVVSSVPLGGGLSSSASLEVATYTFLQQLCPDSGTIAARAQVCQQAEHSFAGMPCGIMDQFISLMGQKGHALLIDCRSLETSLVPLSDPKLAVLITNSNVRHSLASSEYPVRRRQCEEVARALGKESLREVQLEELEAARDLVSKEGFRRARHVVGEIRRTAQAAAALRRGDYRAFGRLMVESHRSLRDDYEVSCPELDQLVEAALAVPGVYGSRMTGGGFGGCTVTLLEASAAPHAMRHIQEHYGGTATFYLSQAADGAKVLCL
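Kinase-Glo Plus luminescence measured ATP left after a 1 h room-temperature reaction. The reaction used 5 nM GALK, 100 uM galactose and 35 uM ATP at pH 8.0 (20 mM HEPES, 5 mM MgCl2, 60 mM NaCl, 1 mM DTT, 0.01% BSA).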
Menin-MLL TR inh – menin-MLL binding inhibition, Texas Red mutant peptide; O00255; Menin + Texas Red MLL mutant peptide, fluorescence polarization; Potency, µM (titrated, usually from 61.6 µM), inactives show at the highest dose FP activity change, negative = inhibition, actives largely listed as inhibitors; hit rate 0.23% among 270,000; active = well fitted inhibition curve with a large enough effect in the polarisation, with a control signal flat, not every such curve was filed as active; inconclusive = small, poorly fitted or top-dose-only effect, or effect the other way, or a change in a side signal; inactive = no such curve, though single readings can be large or run the other way; the % refers to the polarisation; also: potency is read from the fitted curve at half-maximal effect; % of control where 0% means no effect; many of its hits are not listed in these tables
* hit, by the source's call; ? = inconclusive; / = no result given; [ ] = another dose, or the depositor's remark. Unless noted, calls follow the shape of the dose curve; as a rule, active = well fitted curve in the direction sought with a large enough effect; inconclusive = small, poorly fitted or top-dose-only effect, or another doubt; inactive = no such curve, though single readings can be large; an effect the other way counts as inactive or inconclusive. The list is partial, so the mix of outcomes need not match the whole.

SMILES	BCR signal inh	B2AR arrestin	FBPA coupling cs	S-ASM inh	Tb PFK inh	TSG101-PTAP inh	Giardia killer	Integrin act MD	PKM2 act	GALK inh	Menin-MLL TR inh
O=C(Nn1c(-c2ccc(F)cc2)nc2ccccc2c1=O)c1cccnc1	0%	-0.1%	4	-1%	-12%	0%	-5	-20%	-7%	-2%	4%
COc1ccc(S(=O)(=O)NCCCn2ccnc2)cc1Cl	-5%	0.2%	5	1%	4%	-3%	7	-17%	7%	-4%	-8%
OC[C@H]1O[C@@H](O[C@@H]2[C@@H](CO)O[C@@](O)(CO)[C@H]2O)[C@H](O)[C@@H](O)[C@H]1O	-10%	7.1%	/	-9%	-1%	-3%	-7	/	/	/	/
CC(C)c1ccc(CN(C)CC(O)c2ccccc2)cc1 (stereo not drawn)	-9%	-1.0%	0	0%	-8%	-1%	3	-9%	4%	-2%	?
COc1cccc(N2CCN(C3CCCC(C)C3)CC2)c1 (stereo not drawn)	14%	-0.2%	1	2%	-1%	-3%	-5	5%[7.66 µM]	3%	-4%	-15%
CSc1cccc(CNC(=O)C2CCC(=O)N(CC3CCCCC3)C2)c1 (stereo not drawn)	?	0.5%	/	14%	-7%	-3%	-4	-11%	1%	2%	/
Cc1ccc(CC2CC(=O)N(c3nc(C)cc(C)n3)C2=O)cc1 (stereo not drawn)	-2%	0.3%	3	6%	5%	-6%	8	?	-6%	5%	10%
CCCCCCCc1nc2sc3c(c2c(=O)n1N)CC(C)(C)OC3	-6%	-0.2%	-2	0%	3%	-2%	12	10%	-3%	0%	/
CCOC(=O)C(=O)Nc1cc(C)on1	?	0.3%	9	-4%	-6%	0%	20	-11%	-26%	13%	-1%
O=C(NCCC1=CCCCC1)C1CCN(C(=O)Nc2ccccc2)CC1	?	0.0%	4	4%	0%	-8%	0	9%	10%	1%	21%
COc1ccc(CC2(CO)CCN(Cc3cnn(C)c3C)CC2)cc1	-12%	-1.0%	0	1%	1%	-3%	13	21%	-2%	2%	-14%
Cc1c(C(=O)N2CCC(N3CCSCC3)CC2)oc2c(F)cccc12	-3%	0.4%	/	-1%	2%	-6%	17	-3%	/	-2%	/
COCC(=O)N(Cc1cc2cc(OC)ccc2[nH]c1=O)c1ccccc1	-1%	0.7%	-8	42%[activator]	-2%	-2%	3	-13%	11%	1%	?
CCCCCOC(=O)Cn1c(=O)c2c(nc(N3CCOCC3)n2C)n(C)c1=O	2%	0.2%	1	1%	-1%	-4%	5	19%	-4%	-1%	-1%
COc1ccc(NC(=O)Cn2c(=O)n(-c3ccccc3)c(=O)c3sccc32)c(OC)c1	0%	0.1%	0	-1%	-1%	-1%	-5	3%	3%	7%	?
O=C(CN1C(=O)COc2ccccc21)NCCCN1CCOCC1	-4%	-1.1%	4	0%	-7%	-1%	4	11%	1%	0%	0%
COc1cc(OC)c(NS(=O)(=O)c2ccc(Cl)c(C(=O)OC(C)C(=O)N3CCCC3)c2)cc1Cl (stereo not drawn)	-10%	7.7%	-2	-4%	0%	0%	-13	10%	6%	0%	-3%
OC(COc1c(Br)cc(Br)cc1Br)CN1CCOCC1 (stereo not drawn)	?	-0.3%	1	-2%	1%	-3%	-5	5%	2%	2%	1%
O=C(Cc1ccc(Cl)cc1Cl)Nc1ccncc1	2%	0.3%	2	-1%	?	6%	-6	-53%[inhibitor]	2%	-6%	1%
CCOC(=O)c1c(C)n(C)c2cc(OCCN(CC)CC)ccc12	0%	0.2%	0	-2%	0%	-4%	-14	22%	-1%	-1%	1%
O=C(O)C1CCCN(S(=O)(=O)c2ccc(Br)cc2)C1 (stereo not drawn)	-12%	-0.6%	5	1%	-2%	-5%	-15	8%[7.66 µM]	0%	3%	-4%
CCc1nnc(NC(=O)c2nn(-c3ccccc3)nc2C)s1	?	-0.3%	-3	1%	6%	-3%	-26	?	-7%	4%	/
CC1CCCCC1Nc1nc2ccc(Cl)cc2n2cnnc12 (stereo not drawn)	2%	-0.3%	-1	-21%	1%	1%	-8	-14%	/	/	1%
COc1ccc(CC(=O)OCC(=O)N2CCCc3ccccc32)cc1	2%	-0.2%	/	-1%	-1%	-2%	9	-4%	/	/	/
O=c1c2oc3ccccc3c2ncn1Cc1cccc(Cl)c1	14%	0.0%	-3	8%	-1%	0%	7	0%	4%	-2%	-10%
N/C(=N\OC(=O)COc1ccc2ccccc2c1)c1cccnc1	?	-0.5%	-3	-13%	-1%	-3%	27	21%	-6%	0%	-1%
CCOc1ccc(OCC)c(NC(=O)CC2Oc3ccccc3NC2=O)c1 (stereo not drawn)	-6%	-0.3%	-1	1%	-3%	2%	-1	-2%	2%	1%	3%
COc1cccc(C(=O)/C=C/Nc2ccc(S(=O)(=O)Nc3onc(C)c3C)cc2)c1	20%	-0.5%	12	6%	0%	1%	10	7%	23%	-1%	?
O=C(NCc1ccccc1)C1CCCN(C(=O)Nc2ccccc2)C1 (stereo not drawn)	?	0.0%	-1	-1%	0%	-1%	1	-9%	-4%	-3%	2%
O=C(Nc1ccc(Br)cc1)c1ccc2ncsc2c1	?	0.2%	-2	-15%	0%	-2%	?	17%	0%	-6%	40%[activator]
COC(=O)c1ccc(N2CCN(C)CC2)c(NC(=O)c2cc3ccccc3o2)c1	-1%	-0.3%	-3	-3%	-2%	-2%	-2	13%	-1%	-2%	16%
CN(C)c1ccc(C(=O)/C=C/c2ccccc2)cc1	?	0.4%	-1	-14%	-1%	0%	?	-54%[inhibitor]	/	1%	9%
CCC(=O)Nc1ccc(-c2nnc(-c3ccccc3)o2)cc1	-28%	-0.2%	-1	-2%	0%	-6%	-12	-41%	-1%	0%	-14%
COC(=O)/C=C/C(=O)Nc1cccnc1	?	-0.9%	4	4%	0%	-6%	-8	-48%[inhibitor]	1%	0%	-1%
COc1cccc(C2CC(c3cccs3)=NN2S(C)(=O)=O)c1OC (stereo not drawn)	?	-0.5%	-7	7%	-4%	0%	30[activator]	18%	-4%	-2%	-2%
COc1ccc(OC)c(CN2CCC(C(=O)N(C)CCc3ccc(OC)c(OC)c3)CC2)c1	-14%	0.0%	-10	7%	-5%	-1%	5	23%	-2%	2%	?
O=C(CN(c1ccccc1F)S(=O)(=O)c1ccccc1)Nc1ccccc1C(=O)N1CCOCC1	2%	-1.7%	2	2%	3%	-2%	-24	14%	-6%	0%	?
COc1ccc(Cn2cccc(NC(=O)Nc3cccc(OC)c3)c2=O)cc1	?	-0.1%	-9	-12%	-5%	0%	-19	-8%	1%	-1%	/
O=C(Cc1cccc(C(F)(F)F)c1)Nc1ccccc1N1CCCC1	-3%	-0.2%	-1	-4%	-6%	-4%	11	25%	0%	1%	-30%
COc1ccc(C(=O)Nc2ccc(-c3n[nH]c(=S)o3)cc2)cc1	6%	-0.2%	-1	0%	2%	1%	-12	0%	/	/	?
Cc1ccccc1OCCCC(=O)NCc1ccco1	3%	-0.3%	4	4%	8%	/	-3	-10%	2%	-2%	-23%
Cc1ccc(S(=O)(=O)Nc2nnc(C(C)(C)C)s2)cc1	0%	0.5%	5	4%	-1%	-6%	25	?	-12%	3%	0%
O=C(CCN1C(=O)C2C3C=CC(C3)C2C1=O)NCCc1ccccc1Cl (stereo not drawn)	?	-0.5%	5	7%	-5%	-5%	8	6%	17%	1%	3%
O=C(CCCN1C(=O)/C(=C\c2cccs2)SC1=S)NNC(=O)c1ccncc1	?	3.4%	-2	-6%	-2%	2%	-14	-27%	14%	-7%	20%
Cn1c(=O)c2c(nc(Cl)n2CC(=O)N2CCCCC2)n(C)c1=O	-4%	0.0%	3	0%	-5%	-1%	9	1%	1%	5%	19%
CCC(C)N(C(=O)CSc1nnc(-c2ccco2)n1C)C1CCS(=O)(=O)C1 (stereo not drawn)	-9%	-0.4%	/	-3%	1%	-5%	4	4%	/	/	/
COc1ccc(C2CC(C(F)(F)F)n3nc(C(=O)Nc4c(C)n(C)n(-c5ccccc5)c4=O)c(Cl)c3N2)cc1 (stereo not drawn)	0%	0.2%	-27	/	-4%	/	/	/	5%	-1%	0%
Cc1cc2c(C)nc(N/N=C/c3ccc([N+](=O)[O-])cc3)nc2o1	?	-0.2%	-3	-6%	3%	-1%	-3	?	-4%	2%	5%
COCCCNC(=O)c1cc2cc3cc(OC)ccc3nc2o1	-1%	-0.1%	0	257%[activator]	11%	-2%	7	-21%	/	-3%	-29%
